# INS promoter inh – TRM-6 insulin promoter activity inhibition. inhibition, % at 2 µM. TRM-6 cells (human fetal islet line), insulin promoter-eGFP reporter, imaging; reporter expression induced with tamoxifen. 130,000 tested, 0.9% active;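 active means inhibition above the mean plus 3 SD, with well images judged a real hit on visual review, cut at about 60% in these data, passing the limit was not always enough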
# SDO1 yeast rescue – compounds rescuing growth of sdo1-depleted yeast, bone marrow failure model | S. cerevisiae sdo1-depleted JHY4D growth rescue, OD600 30 h; active compounds read high; pdr5 snq2 efflux-pump mutant strain | 140,000 tested, 0.21% active | AID 817 | z-score at 10 µM;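 active means z-score above 3 at both the 24 hr and the 30 hr optical density reads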;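 further: z-score against mean and SD of all compound wells on the same plate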
# SDO1 yeast rescue Rescue 24 h – also measured in SDO1 yeast rescue; calls as there; z-score; S. cerevisiae sdo1-depleted JHY4D growth rescue, OD600; measured here: growth rescue at 24 h;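 0 is the plate mean of compound wells and units are plate SD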
# An asterisk follows results filed as active; . = not tested or not shown; & = joins results of further samples. Only part of the results is shown; the hit share may differ from the screen's.
SMILES,INS promoter inh,SDO1 yeast rescue,SDO1 yeast rescue Rescue 24 h
C/C(=N\NC(=O)C1CCCN(S(=O)(=O)c2ccccc2)C1)c1ccncc1 (stereo not given),30,1.8,1.4
COC(=O)c1ccc(C)c(NC(=O)Cn2cnc3ccccc3c2=O)c1,.,0.73,0.68
CC1=CC2=NCC(O)CN2C=C1 (stereo not given),.,1.1,0.82
Cn1c(=O)[nH]c(=O)c2c1nc(NCCCn1ccnc1)n2Cc1ccccc1,-37,0.93,1.1
COc1ccc(NC(=O)CSc2ncnc3c2cnn3Cc2ccccc2)cc1,3,-2,-1.3
O=C(COC(=O)c1n[nH]c2ccccc12)NCc1ccccc1,52,0.81,0.77
CCc1cccc(CC)c1NC(=O)COC(=O)c1ccc2c(c1)S(=O)(=O)c1ccccc1C2=O,.,0.3,0.37
CCOC(=O)c1c(C)[nH]c(C(=O)COC(=O)CNC(=O)c2ccccc2Cl)c1C,.,-0.14,-0.25
CC(=O)CC(C)(C)n1nnc(-c2ccccc2)n1,.,0.3,0.1
Cc1ccc(C(=O)CSc2nnc(-c3ccccc3N)n2C)cc1C,38,-0.84,-0.22
O=c1c2ccccc2oc2nc(C3CCCCC3)n(Cc3ccco3)c(=O)c12,9,-2,-1.5
O=C1c2sc3nc4n(c(=O)c3c2CCC1Br)CCCCC4 (stereo not given),7,-1.9,-1.1
O=C(CSc1nnc(Cc2cc(=O)[nH]c(=O)[nH]2)n1-c1ccccc1)NCC1CCCO1 (stereo not given),-17,0.85,0
CCn1nc(C(=O)Nc2cccc(C(F)(F)F)c2)c(Cl)c1Cl,-11,-0.08,-0.28
CN(Cc1nc(Cc2cccc(C(F)(F)F)c2)no1)C1CC(C)(C)NC(C)(C)C1,17,.,.
Cc1cc(=O)[nH]c(-n2[nH]c(C)cc2=O)n1,-6,0.12,-0.23
Cc1ccc(SCCNC(=O)CN(c2ccc3c(c2)OCO3)S(C)(=O)=O)cc1,48,-0.33,-0.83
O=C(Nc1nc(=O)c2ccccc2s1)c1ccc(F)cc1,-17,-1.7,-1.6
Nc1ccc(-c2nc3c(Cl)cc(N)cc3[nH]2)cc1,.,-0.89,-0.95
Nc1c(C(=O)NCc2ccco2)c2nc3ccccc3nc2n1CCc1ccccc1F,-6,-1.7,-1

# Fetched by structure from above:
SMILES,INS promoter inh,SDO1 yeast rescue,SDO1 yeast rescue Rescue 24 h
O=C(COC(=O)c1n[nH]c2ccccc12)NCc1ccccc1,52,0.81,0.77
CCc1cccc(CC)c1NC(=O)COC(=O)c1ccc2c(c1)S(=O)(=O)c1ccccc1C2=O,.,0.3,0.37
CCOC(=O)c1c(C)[nH]c(C(=O)COC(=O)CNC(=O)c2ccccc2Cl)c1C,.,-0.14,-0.25
O=C(CSc1nnc(Cc2cc(=O)[nH]c(=O)[nH]2)n1-c1ccccc1)NCC1CCCO1 (stereo not given),-17,0.85,0
COc1ccc(NC(=O)CSc2ncnc3c2cnn3Cc2ccccc2)cc1,3,-2,-1.3

# (listing goes on)
SMILES,INS promoter inh,SDO1 yeast rescue,SDO1 yeast rescue Rescue 24 h
COc1cc(N)cc(NC(=O)c2ccncc2)c1,.,0.37,0.68
O=C(Nc1ccccc1)c1ccc(NCCN2CCOCC2)c(S(=O)(=O)N2CCOCC2)c1,-275,-0.07,-0.77
Cn1c(=O)c2c(nc(NCC3CCCO3)n2Cc2ccccc2)n(C)c1=O (stereo not given),81*,-0.31,-0.44
COc1ccc(CCC(=O)Nc2ccc(C)c(S(=O)(=O)N(C)C)c2)cc1OC,-8,0.61,0.64
COc1ccc(OCC(=O)Nc2cc3oc4ccccc4c3cc2OC)cc1,10,-0.72,-0.16
CSc1nc(C)c2c(n1)N(c1ccc(O)cc1)CC2,-21,.,.
CCNc1nc(SC(C)C(=O)OC)nc(N2CCOCC2)n1 (stereo not given),.,-0.23,-0.14
COc1cc(NC(=O)COC(=O)[C@@H]2CCCN2S(=O)(=O)c2ccc(Cl)cc2)cc(OC)c1OC,-14,0.13,-1.2
CCOc1ccc(NC(=O)c2ccccc2OCC(=O)c2ccccc2)cc1,27,-1.4,-0.9
COc1ccc(CC(C)N2CCN(c3ccccc3OC)CC2)cc1OC (stereo not given),-7,0.63,0.71
COc1ccc(-c2csc(Nc3ccc(S(=O)(=O)Nc4cc(OC)nc(OC)n4)cc3)n2)cc1,.,-0.19,-0.33
Cc1csc(SCC(=O)Nc2cc(S(=O)(=O)N3CCCC3)ccc2Cl)n1,0,-1.2,-1.2
CN1CCN(C(=O)C23CC4CC(CC(C4)C2)C3)CC1,-57,0.53,0.05
CCOC(=O)C1=C(C)NC(=O)N(C(C)=O)C1c1ccc(Cl)cc1 (stereo not given),19,-0.28,0.12
COc1cc(/C=N/NC(=O)c2nc(-c3ccccc3)n(-c3ccccc3)n2)ccc1O,12,-0.02,-0.88
NS(=O)(=O)c1ccc(NC(=O)CN2C(=O)C3C4C=CC(C4)C3C2=O)cc1 (stereo not given),-18,.,.
O=C(CCCN1C(=O)c2ccccc2C1=O)Nc1ccc(S(=O)(=O)N2CCOCC2)cc1,24,1.1,0.25
COc1cccc(-c2nc(CS(=O)(=O)c3ccccc3)no2)c1,-50,0.09,-1.5
CC(Nc1cc(N2CCOCC2)ccc1[N+](=O)[O-])c1ccccc1 (stereo not given),.,0.1,0.02
CCCNC(=O)NC(=O)CSc1nc2cc(C(=O)OC)ccc2c(=O)n1-c1ccccc1,22,0.05,0.19

# Arranged by molecular weight (ascending): part of the list above
SMILES,INS promoter inh,SDO1 yeast rescue,SDO1 yeast rescue Rescue 24 h
CC1=CC2=NCC(O)CN2C=C1 (stereo not given),.,1.1,0.82
Cc1cc(=O)[nH]c(-n2[nH]c(C)cc2=O)n1,-6,0.12,-0.23
CCn1nc(C(=O)Nc2cccc(C(F)(F)F)c2)c(Cl)c1Cl,-11,-0.08,-0.28
CCOC(=O)c1c(C)[nH]c(C(=O)COC(=O)CNC(=O)c2ccccc2Cl)c1C,.,-0.14,-0.25

# Next section
SMILES,INS promoter inh,SDO1 yeast rescue,SDO1 yeast rescue Rescue 24 h
O=C(CCCn1c(=O)[nH]c2ccsc2c1=O)N1CCN(Cc2ccc3c(c2)OCO3)CC1,39,1.2,1.2
COc1ccc(OCCNc2cc(Cl)ccc2[N+](=O)[O-])cc1,-4,-0.82,-0.51
O=C(CCCOc1ccc(Cl)cc1)N1CCOCC1,-43,1.7,1.5
Cc1ccc(NC(=O)C2CCCN2S(=O)(=O)c2cccc3cccnc23)cc1F (stereo not given),.,-0.73,0.2
CCNS(=O)(=O)c1ccc(NC(=O)Cc2ccc(F)cc2)cc1,28,1.6,0.24
CN(CC(=O)OCC(=O)NC(=O)c1cccn1C)S(=O)(=O)c1ccc(Cl)cc1,16,1.5,2.5
COc1cc(C(=O)NCC(=O)OCC(=O)c2ccc[nH]2)cc(OC)c1OC,-18,-0.74,-0.96
O=C(CSc1nnc(-c2cccs2)o1)OCc1ccccc1,.,-0.72,-1.6
CCc1ccc(S(=O)(=O)NCCc2csc(-c3cccnc3)n2)s1,.,4.4*,3.9*
CCOC(=O)c1sc2nc(N3CCOCC3)c3c(c2c1N)CCN(C)C3,-500,1.7,1.7
CC(=O)OCC(=O)[C@@]1(OC(C)=O)[C@@H](C)C[C@H]2[C@@H]3C[C@H](F)C4=CC(=O)C=C[C@]4(C)[C@@]3(F)[C@@H](O)C[C@@]21C,-33,0.01,-0.09
CC(=O)Nc1ccc(C(=O)OCc2ccc(Br)cc2)cc1,38,-1.3,-1.5
CC(C)C(=O)Nc1nc2c(c(=O)[nH]1)CCCC2,21,.,.
CC(=O)NC1=NN(C(C)=O)C(C)(CS(=O)(=O)c2ccc(C)c(C)c2)S1 (stereo not given),.,1.5,1.2
Cc1nc2c(C(=O)N3CCN(c4ccccn4)CC3)cnn2c(C)c1Cc1cccc(Cl)c1,.,-1.1,-0.43
COC(=O)[C@H](C)NC(=O)Nc1ccc(OC)c(OC)c1,.,1.8,2.5
CC(C)C(=O)Nc1ccc(NC(=O)c2ccc([N+](=O)[O-])cc2Cl)cc1,3,0.45,0.46
O=C(Cc1c(Cl)cccc1Cl)OCC(=O)N1CCc2ccccc2C1,.,-0.15,-0.79
CCC(=O)Nc1sc(C(=O)Nc2ccccc2OC)c(C)c1C(=O)OC,-25,.,.
Cc1nnc(SCC(=O)N2CCCc3ccccc32)[nH]c1=O,-113,-0.68,-1.2
N#Cc1ccc(CSc2nnc(-c3ccncc3)n2CCc2ccccc2)cc1,.,0.8,1.4
CC(=O)Nc1ccccc1C(=O)C(=O)NCCc1ccccc1,-20,.,.
Cc1ccc(S(=O)(=O)N2CCN(C(=O)CN3CCN(C)CC3)C2)cc1,.,1.5,2.1
CC(C)OC(=O)c1cn(-c2ccccc2)nc1-c1ccc2c(c1)OCCO2,56,0.16,0.18
Fc1ccc(C(c2nnnn2CCc2ccccc2)N2CCCc3ccccc32)cc1 (stereo not given),.,-1.6,-0.88
COc1ccc(C2N(S(=O)(=O)c3ccc(C)cc3)CCN2S(=O)(=O)c2ccc(C)cc2)cc1,-28,-0.31,-0.51
CCOC(=O)c1ccc(NC(=O)CSc2nnc(CNC(=O)c3c(F)cccc3Cl)o2)cc1,7,-0.07,-0.36
Cc1ccc(-n2cc3ccc([N+](=O)[O-])cc3n2)cc1,-55,-1.2,-0.16
N#CCCn1c(SCC(=O)NCC2CCCO2)nc2ccccc21 (stereo not given),-21,1.2,1.2
Cc1cc(C)c(C)c(/C=C(/C#N)C(N)=S)c1C,.,-1.8,-1.2
Cc1cc(=O)oc(C)c1C(=O)N1CCCCC1,-5,2.1,1.7
COc1ccc(NS(=O)(=O)Cc2ccccc2)cc1OC,-10,0.17,0.77
CC(C)(C)OC(=O)N/N=C\c1ccc([N+](=O)[O-])s1,-123,.,.
Cc1ccc(C(=O)O/N=C/c2c(C(F)(F)F)nn(C)c2Sc2ccc(Cl)cc2)cc1,21,0.75,1.1
Cc1nc2ccccn2c1C(=O)c1ccccc1,.,-0.1,-0.4
COc1cc(CN2CCN(Cc3ccc(C)cc3)C(CCO)C2)ccc1O (stereo not given),78*,.,.
Cc1ccc(Oc2ccc(Oc3ccc(C)cc3)nn2)cc1,19,0.4,-0.15
N#CCSc1nc(N)c(C#N)c(C2CCCCC2)c1C#N,.,-1.7,-1.6
CCOC(=O)c1c(C)[nH]c(C(=O)COC(=O)c2oc3ccccc3c2C)c1C,-200,-0.54,1.8
Cc1sc(N/N=C/C=C/c2ccccc2)nc1-c1ccccc1,.,-0.93,-0.76
Clc1ccc(COn2c(-c3ccccc3)nc3ccccc32)cc1,.,-1.9,-1.6
Cc1ccc2nc(C)c(Cl)c(=O)n2c1,42,1.1,0.59
CC(C)NC(=O)/C(C#N)=C/c1ccc2c(c1)OCCO2,.,0.22,-0.15
Cc1nc2nc(COc3ccccc3)[nH]n2c(=O)c1C,.,1.2,0.16
COc1cc(C(=O)NC(c2ccccc2)c2ccccc2)cc(Cl)c1OC,.,-0.69,-0.52
Cc1ccc(Sc2ncccc2/C=N/O)cc1,-11,.,.
CCOC(=O)C1CCN(C(=O)CCc2nc3ccccc3[nH]2)CC1,41,0.55,-0.39
CCCc1nc2c(sc3nc4c(cc32)COC(C)(C)C4)c(=O)n1Cc1ccco1,-27,0.72,1.6
COc1ccc2c(C=Nc3c(C)n(C)n(-c4ccccc4)c3=O)c(O)n(Cc3ccco3)c(=O)c2c1,64&-3,-0.45&-0.81,-0.9&-0.03
CCc1nnc(NC(=O)Cn2ccc(C(F)(F)F)n2)s1,-25,-0.46,-0.45
NS(=O)(=O)c1ccc(NC(=O)/C=C/c2ccco2)cc1,-44,.,.
CC(C)C(C(=O)Nc1ncn[nH]1)N1C(=O)c2ccccc2C1=O (stereo not given),-36,0.76,0.73
CCOc1ccccc1NC(=O)CN(c1ccc(C)cc1)S(=O)(=O)c1c(C)n[nH]c1C,.,-0.19,-0.12
CCOC(=O)C1CCN(CCC(=O)Nc2ccc(C)c(C)c2)CC1,20,.,.
CCOc1cc(CNc2ccc(N3CCOCC3)cc2)cc(Br)c1OCC,57,-0.78,-1.1
COc1ccc2c(CC(=O)Nc3ccc(OC)c(NS(=O)(=O)c4ccc(F)cc4)c3)coc2c1,62,-0.97,-1.2
CCc1ccc(/C=C2\SC(=S)N(CCCC(=O)Nc3ccccn3)C2=O)cc1,17,-0.11,0.68
COc1ccc(OC)c(/C=N/NC(=O)c2csc3ccccc23)c1,16,0.13,-0.26
COc1ccc(CN=C2NN=C(c3ccc(Cl)cc3)CS2)cc1,-133,.,.
CC(C)(C)c1ccc(OCC(=O)NCc2ccco2)c(Br)c1,33,-0.88,-1
# (listing goes on)
SMILES,INS promoter inh,SDO1 yeast rescue,SDO1 yeast rescue Rescue 24 h
Cc1ccc(C)c(NC(=O)Cn2nnc(C(=O)Nc3c(C)cccc3C)c2N)c1,8,1.8,1.7
O=C(N/N=C/c1ccc(OC(F)F)cc1)c1ccc(Br)cc1,57,-0.73,-0.23
c1ccn2cc(CSc3nnc4ccccn34)nc2c1,.,-0.69,0.23
COc1ccc(C2c3c(-c4cc(Cl)c(C)cc4O)n[nH]c3C(=O)N2Cc2cccnc2)cc1OC (stereo not given),36,0.69,0.13
CCOC(=O)C(C)Oc1cccc2c(=O)n(CC(=O)NCc3ccc4c(c3)OCO4)ccc12 (stereo not given),.,0.24,0.24
Cc1c(C(=O)N2CCCCC2)sc(NC(=O)C2CC2)c1C#N,.,-0.08,-0.8
Cn1c(SCC(=O)N2CCOCC2)nnc1-c1cnccn1,50,1,0.89
O=C(/C=C/c1ccccc1[N+](=O)[O-])c1ccccc1Br,18,.,.
COc1ccc(S(=O)(=O)N2Cc3ccccc3CC2C(=O)O)cc1OC (stereo not given),.,0.87,0.86
CCn1c(NCc2ccccc2Cl)nc2ccccc21,-49,0.43,-0.03
CC1CC(C)CN(C(=O)COc2ccc(-c3nnco3)cc2)C1 (stereo not given),-30,0.32,-0.4
